hgDAF-12 ag = H. glycines DAF-12 receptor agonists, primary screen, cell-based, luminescence, HEK293, GAL4 fusion, UAS-luciferase; Nuclear hormone receptor DAF-12 (Heterodera glycines), GAL4 fusion; HEK293 GAL4-hgDAF12 UAS-luciferase reporter, agonist luminescence; normalized to butyrate control; activation, % at 6.8 µM; 370,000 compounds, 1.8% hits; AID 687014, 2013;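 active = activation above a cutoff set at the mean of all screened compounds plus 3 SD, cut at about 10% in these data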;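 note: 0% = DMSO wells and 100% = sodium butyrate wells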
hcDAF12 agonist = H. contortus DAF-12 nuclear receptor activators, primary screen, cell-based, luminescence, HEK293, lit1-tk-luc reporter. HEK293 hcDAF-12 lit1-tk-luc reporter; 0% DMSO, 100% Δ7-dafachronic acid. activation, % at 6.8 µM. 370,000 compounds, 1.4% hits. AID 652067, 2013;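 active = activation above the mean of all tested compounds plus 3 SD, cut at about 5.5% in these data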;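 note: 100% = response to 3 µM Δ7-dafachronic acid high control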
HGIII-sPLA2 inh = human group III sPLA2 inhibitors, primary screen, biochemical, QFRET, BODIPY PC-A2 liposome substrate | Group 3 secretory phospholipase A2 (Homo sapiens), Q9NZ20 | QFRET BODIPY PC-A2 liposome hydrolysis, fluorescence | inhibition, % at 12.2 µM | 370,000 compounds, 0.56% hits | AID 743126, 2013;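 active = inhibition above mean plus 3 SD of compounds lying within the high and low control bounds, cut at about 19% in these data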;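 note: 0% = median of test compound wells and 100% = no enzyme DMSO wells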
Target sequence (Q9NZ20 whole entry, looked up): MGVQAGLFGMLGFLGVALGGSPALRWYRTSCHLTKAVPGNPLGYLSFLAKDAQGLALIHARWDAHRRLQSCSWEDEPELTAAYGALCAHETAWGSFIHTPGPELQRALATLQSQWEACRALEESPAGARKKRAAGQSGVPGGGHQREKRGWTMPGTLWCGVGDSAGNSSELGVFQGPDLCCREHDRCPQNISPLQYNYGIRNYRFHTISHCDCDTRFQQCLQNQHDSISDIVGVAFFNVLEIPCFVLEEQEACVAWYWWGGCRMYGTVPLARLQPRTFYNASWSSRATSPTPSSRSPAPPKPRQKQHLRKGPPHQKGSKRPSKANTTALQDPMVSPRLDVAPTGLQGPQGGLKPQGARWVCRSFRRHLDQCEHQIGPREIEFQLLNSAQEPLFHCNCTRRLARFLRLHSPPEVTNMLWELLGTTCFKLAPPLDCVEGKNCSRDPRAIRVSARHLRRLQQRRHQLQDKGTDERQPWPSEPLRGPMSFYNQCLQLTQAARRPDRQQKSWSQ
GAA850 FXN act = FXN promoter activators, primary screen, cell-based, luciferase luminescence, HEK293 lucGAA850; 360,000 compounds, 0.56% hits; activation, % at 6 µM; AID 540364, 2011; HEK293 lucGAA850 FXN promoter luciferase reporter, 24 h; percent of 10 µM SAHA response;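 active = activation above the average of all compounds screened plus 3 SD, cutoff fixed separately per campaign, cut at about 7.5% in these data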;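 note: 0% = DMSO wells and 100% = 10 µM SAHA wells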
DAX1 inh-1 = DAX1 (NR0B1) inhibitors, primary screen, cell-based, HEK293, Gal4-DAX1, luciferase luminescence; Nuclear receptor subfamily 0 group B member 1 (Homo sapiens), P51843; HEK293 Gal4-DAX1 luciferase reporter; inhibition, % at 6.75 µM; 340,000 compounds, 0.99% hits; AID 504766, 2011;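 active = inhibition above the mean over all tested compounds plus 3 SD, cut at about 4.2% in these data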;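 note: 0% = DAX1-transfected cells with DMSO and 100% = empty-vector control cells with DMSO; inhibition shows as a rise in luminescence from relieved DAX1 repression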
Target sequence (P51843 207-470 limits assumed): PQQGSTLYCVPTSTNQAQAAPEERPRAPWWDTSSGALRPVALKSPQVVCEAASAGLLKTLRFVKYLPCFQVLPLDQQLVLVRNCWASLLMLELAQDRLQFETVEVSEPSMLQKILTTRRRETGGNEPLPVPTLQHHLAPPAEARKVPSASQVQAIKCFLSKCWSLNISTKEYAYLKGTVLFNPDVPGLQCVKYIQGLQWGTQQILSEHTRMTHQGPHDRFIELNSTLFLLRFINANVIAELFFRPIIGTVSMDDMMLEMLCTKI
ssDAF12 agonist = S. stercoralis DAF-12 nuclear receptor activators, primary screen, cell-based, luminescence, HEK293, GRIP1 co-expression, lit1-tk-luc | AID 652126, 2013 | activation, % at 6.8 µM | 370,000 compounds, 1% hits | HEK293 ssDAF-12/GRIP1 lit1-tk-luc reporter; % of 3 µM dafachronic acid response;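 active = activation above the mean over all tested compounds plus 3 SD, cut at about 0.9% in these data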;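 note: 0% = DMSO-only wells and 100% = 3 µM delta7-dafachronic acid wells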
DAX1 inh-2 = DAX1 (NR0B1) inhibitors on StAR promoter, primary screen, cell-based, luminescence, SF-1 (NR5A1), full-length DAX-1; HEK293T StAR-luciferase reporter, SF-1/DAX-1 repression relief; inhibition, % at 6.8 µM; 370,000 compounds, 1.1% hits; AID 652010, 2013;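 active = inhibition above the mean over all tested compounds plus 3 SD, cut at about 3.6% in these data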;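 note: 0% = DAX-1 cells with DMSO and 100% = cells lacking DAX-1 with DMSO; higher inhibition means more luminescence from relief of DAX-1 repression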
ADAM10 inh = human ADAM10 inhibitors, primary screen, biochemical, QFRET, HTS; Disintegrin and metalloproteinase domain-containing protein 10 (Homo sapiens), O14672; recombinant ADAM10, EDANS/DABCYL FRET peptide cleavage, 3 h; inhibition, % at 7 µM; 370,000 compounds, 0.62% hits; AID 720582, 2013;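 active = inhibition above a per-campaign cutoff equal to the mean of compounds falling between control-based bounds plus 3 SD, cut at about 20% in these data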;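 note: 0% = DMSO wells while the 100% control is not disclosed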
SMARCA2 activ = SMARCA2 (BRM) function activators, primary screen, cell-based, luminescence, high throughput; activation, % at 9.1 µM; AID 652017, 2013; MG213 cells, MMTV-luciferase reporter, dexamethasone, overnight; 370,000 compounds, 1% hits; in the data active = activation above about 7.8%;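 note: 0% = vehicle wells and 100% = reference activator wells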
GC-A act = GC-A stimulated cGMP production enhancers – HEK293 GC-A cells, cGMP TR-FRET, EC30 ANP, primary screen; activation, % at 10 µM; 370,000 compounds, 0.14% hits; 0% at EC30 ANP, 100% saturating ANP; AID 1671463, 2021; in the data active = activation above about 40%
NPR2 activator = human GC-B receptor activators, primary screen, HEK293 GC-B cells, cGMP TR-FRET, EC30 CNP. 370,000 compounds, 0.11% hits. Atrial natriuretic peptide receptor 2 (Homo sapiens), P20594. activation, % at 10 µM. AID 1920062, 2024. 0% at EC30 CNP, 100% saturating CNP;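 active = activation at 10 µM reaching about 35% in either raw or pattern-adjusted values, limit read from the data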
* marks the source's active call; other numbers are inactive results; i = inactive; / = no result given; & = joins results of further samples. Not a hit list; about 6.6% have a hit in one of these screens.

SMILES	hgDAF-12 ag	hcDAF12 agonist	HGIII-sPLA2 inh	GAA850 FXN act	DAX1 inh-1	ssDAF12 agonist	DAX1 inh-2	ADAM10 inh	SMARCA2 activ	GC-A act	NPR2 activator
Cc1ccc(S(=O)(=O)Nc2cc(-c3ccc(Cl)cc3)nn2C)cc1	-0.9	-1.2	-26	-0.1	/	-0.5	-0.7	3	-1	3	-3
COc1ccc(S(=O)(=O)n2nc(C)c(S(=O)(=O)N3CCOCC3)c2C)cc1	-0.2	0.4	3	-0.5	0.4	-0.6	-0.2	-3	-3	1	9
CC[C@H](C)[C@@H](C(=O)NCCCCCCCCCCC(=O)N1CCN(C(=O)OC(C)(C)C)CC1)n1cc(CCCCCNC(=O)OC(C)(C)C)nn1	0.1	-1.2	-10	-0.7	-0.3	-1.2	-0.9	3	-2	-5	3
Cc1ccc2cc(C)c3nnc(SCc4ccc(C(=O)O)cc4)n3c2c1C	4.3	-2.4	3	1.6	-1.4	-1.0	0.3	2	0	-2	-1
Cc1nc(CN2CCN(C(=O)c3ccc(C(C)(C)C)cc3)CC2)cs1	6.8	-1.0	0	0.0	1.3	-1.3	-1.3	-16	-2	2	1
Cc1nc2nc[nH]n2c(=O)c1NC(=O)CC12CC3CC(CC(C3)C1)C2	1.1&1.8	-0.8&3.1	0&1	1.8&-3.0	1.7&1.2	-1.1&-1.7	-0.1&0.1	-5&0	0&-1	-4&-1	3&-3
CC(C)/C=C1\CCc2c([nH]c3ccccc23)C1=O	8.2	-0.9	-11	1.5	-0.4	-1.4	-1.0	-17	0	6	7
COc1ccc(C2C(C(=O)Nc3ccccc3)=C(C)N=C3SCC(=O)N32)cc1 (stereo unspecified)	0.0	-2.6	-15	-1.8	-0.5	-0.8	0.4	7	-3	3	6
O=C1[C@H]2[C@@H](c3ccc(F)cc3)N3C(=O)N(c4cccc(F)c4)C(=O)[C@@]3(Cc3ccccc3)[C@H]2C(=O)N1C1CCCCC1	-0.4	2.6	0	11*	0.3	-0.7	-0.1	3	2	-12	-14
COc1ccccc1NC(=S)NC(=O)/C=C/c1ccco1	1.7	1.2	-1	-0.8	0.8	-0.2	-0.3	-2	3	-2	0
Cc1cc(C)c(S(=O)(=O)N2CC=C(c3ccccc3)CC2)c(C)c1	1.2	-1.6	-7	2.2	0.6	-1.9	1.3	0	-2	-3	-3
COCCCNc1nc(CC(C)C)nc2c1nnn2Cc1ccccc1	-1.8	-2.6	8	-2.6	-1.1	-1.6	0.6	8	0	9	10
COc1ccccc1CCNS(=O)(=O)c1cn(C)nc1C	-1.5	0.1	-6	1.2	0.8	-0.6	0.6	6	-2	1	5
Cc1nc2nc3c(c(=O)n2[nH]1)CCC3	1.1	-0.7	4	0.2	1.3	-1.4	0.0	-1	-3	0	5
CN(C)c1cc[n+](Cc2ccccc2)cc1	-5.8	-2.0	-1	-1.8	-1.3	-2.1	-2.4	-5	-1	-2	-2
Cc1ccc(Nc2nnc(-c3ccccc3N)o2)cc1C	11*	3.4	7	6.1	6.5*	-0.7	1.3	-277	12*	-4	-2
O=C(O)c1ccc(N/N=C/c2ccc(C(F)(F)F)cc2)cc1	-0.5	1.2	-31	-4.4	-4.0	-1.1	3.1	-9	-3	-1	0
CC1CN(c2cc(=O)n(Cc3ccc(F)cc3)c(=O)[nH]2)CC(C)O1 (stereo unspecified)	-0.1	-1.4	12	1.5	0.9	-0.9	0.7	-17	-3	1	-3
Cc1cc(NC(=O)c2c(Cl)cnn2C)no1	2.0	-0.8	2	1.2	0.5	-0.6	-0.1	-3	0	2	7
CCC(=O)NC(=S)Nc1ccc(OC)cc1OC	4.2	-2.6	21*	2.0	-0.1	-1.7	-0.4	-7	-2	-3	-2
O=C(CSC1=NS(=O)(=O)c2cc(Cl)ccc2N1)c1ccc(Cl)cc1	-0.3	-0.3	-9	2.1	2.4	-0.7	-0.4	-2	0	3	3
COC(=O)[C@@]1(Sc2ccc(C)cc2)CC(=O)N(C(=O)/C=C/c2ccccc2)[C@@H]1c1ccccc1	-2.8	-0.3	-3	/	/	-0.8	0.7	-5	-2	1	7
CC(=O)c1ccc(NC(=O)C(C)N(C)CC(=O)Nc2cccc(F)c2)cc1 (stereo unspecified)	-2.5	-0.9	-2	0.2	0.1	-1.9	-1.1	2	-4	-3	4
CCCOC(=O)c1ccc(NC(=O)C2C3C=CC(O3)C2C(=O)O)cc1 (stereo unspecified)	0.5	-1.3	-2	2.6	0.6	-1.3	-0.5	-7	-1	8	-7
O=C(O)C(c1ccccc1)C(O)C1CC=CCC1 (stereo unspecified)	0.9	-0.1	0	3.0	0.5	-0.6	-0.2	-7	4	-1	-1

GAA850 FXN act: entries above that show a hit
Molecule	hcDAF12 agonist	HGIII-sPLA2 inh	GAA850 FXN act	DAX1 inh-1	ssDAF12 agonist	DAX1 inh-2	ADAM10 inh	SMARCA2 activ	GC-A act	NPR2 activator
O=C1[C@H]2[C@@H](c3ccc(F)cc3)N3C(=O)N(c4cccc(F)c4)C(=O)[C@@]3(Cc3ccccc3)[C@H]2C(=O)N1C1CCCCC1	2.6	0	11*	0.3	-0.7	-0.1	3	2	-12	-14

More results follow.
SMILES	hgDAF-12 ag	hcDAF12 agonist	HGIII-sPLA2 inh	GAA850 FXN act	DAX1 inh-1	ssDAF12 agonist	DAX1 inh-2	ADAM10 inh	SMARCA2 activ	GC-A act	NPR2 activator
CCn1c(SCC#N)nc2cc(S(=O)(=O)N3CCOCC3)ccc21	-2.3	0.9	-1	2.4	-0.6	-0.1	2.2	-1	1	3	4
Cc1ccc(N(Cc2cc3cc(C)ccc3[nH]c2=O)C(=O)c2cccs2)cc1	1.6	1.0	2	-0.8	-0.3	-1.1	-0.3	1	-1	16	6
COC(=O)c1ccc2nc(-c3ccc(F)cc3)c(Cc3ccsc3)n2c1	3.4	1.6	-4	/	/	-0.4	2.6	-29	-2	17	19
Cc1cccc(C(=O)Nc2ccc(C(=O)N/N=C/c3cccnc3)cc2)c1	0.1	-0.8	5	0.9	-0.9	-1.0	-0.4	3	3	4	-2
O=[N+]([O-])c1ccc(Cl)cc1Sc1cccc2cccnc12	0.6	-0.5	2	4.2	0.0	-1.6	0.4	-1	1	-7	-17
COc1ccc(-c2ccc3oc(-c4ccsc4)c(-c4ccc(OC)cc4)c3c2)cc1	1.3	-0.7	0	-3.2	1.2	-0.9	0.1	-5	2	-2	0
Cc1ccc(Oc2cc(NC(=O)CCCn3nc(C)c([N+](=O)[O-])c3C)cc([N+](=O)[O-])c2)cc1	-0.1	-0.3	-4	0.1	-1.6	-0.8	-0.6	-3	-1	1	-9
S=C(NCC1CCCO1)N1CCN(c2nc(-c3ccccc3)cs2)CC1 (stereo unspecified)	-5.3	-3.3	1	1.0	-1.5	-2.3	-3.0	-3	-5	6	4
CCn1cc(C(=O)NC2CCCCC2)c(=O)c2ccc(C)nc21	-1.4	-0.8	4	0.5	0.8	-1.2	0.5	4	-2	2	-2
C=CCNC(=S)NNC(=O)C(CCCC)CC(O)COCC(C)C (stereo unspecified)	1.1	-1.6	10	1.0	-0.8	-1.7	0.8	10	-3	2	-2
CCC(C)Sc1nc(O)c(Cc2ccccc2)c(=O)[nH]1 (stereo unspecified)	-0.2	-0.3	0	1.5	0.7	-1.0	0.5	-7	-4	-3	-1
CC(=O)n1cc([C@@H]2C=C(C(=O)NCc3ccccc3)O[C@H](OCCCCO)C2)c2ccccc21	-1.6	-0.9	-15	-2.5	-0.7	-0.8	-0.4	-14	1	1	3
Oc1ccc(/C=N/Nc2nc(-c3ccc(Cl)cc3)cc(C(F)(F)F)n2)cc1	0.1	-1.9	-15	2.9	0.0	-2.3	-0.8	17	-5	10	-7
FC(F)(F)c1nc2nccnc2[nH]1	0.5	-1.1	4	-1.1	1.0	-1.1	-1.4	-33	-2	4	7
C[C@H]1CCC[C@]2(C)C[C@H]3OC(=O)C(CN4CCCCCC4)[C@H]3C=C12 (stereo partly specified)	-2.0	-0.7	4	-2.2	-2.9	-1.5	-0.3	6	-3	5	-1
N#Cc1cc2c(nc1SCC(=O)N1CCCCC1)CCCC2	1.0	-1.1	0	1.1	0.8	-0.8	-0.2	-3	-1	-2	-5
CC(C)=CCn1c2ccc(NC(=S)NC3CC3)cc2c(=O)n1C	-2.6	4.1	16	0.0	/	-0.9	-0.7	i	-6	1	1
CCN(CC)c1ccc(C2C3CCCCC3(O)CCN2CC(=O)Nc2ccccc2)cc1 (stereo unspecified)	1.8	-0.6	-12	0.9	-0.8	-1.4	0.8	4	1	-2	0
Cc1cccc2c3nc4ccccc4nc3n(C)c12	8.5	6.7*	2	5.8	2.1	0.6	0.8	2	3	-1	-8
O=c1cc(-c2ccccc2)cc(-c2ccccc2)n1CCO	-0.4	-2.1	7	1.2	-1.4	-0.6	-0.1	-24	0	-1	0
CCOC(=O)C1(Cc2cccc(OC)c2)CCN(Cc2ccccc2)CC1	6.1	-1.0	10	-0.9	-0.6	-1.3	-0.7	-1	-2	-11	-5
Cc1ccc(C)c(NC(=O)Nc2ccc3c(c2)OCO3)c1	2.2	1.4	7	1.9	1.8	-0.3	2.6	-7	1	4	-1
O=C(CC(c1ccccc1)c1cc(Br)ccc1O)NCCN1CCOCC1 (stereo unspecified)	-3.2	-1.5	-10	-0.9	0.8	-1.1	-0.4	1	-2	-26	-21
CCN(C(=O)COC(=O)CCC(=O)c1ccc(C)cc1)c1c(N)n(Cc2ccccc2)c(=O)[nH]c1=O	2.4	-0.7	4	1.7	-0.2	-1.1	-0.7	-12	-2	3	4
O=C(Cc1cccs1)Nc1nncs1	1.3	-0.5	5	0.4	-0.2	-0.9	1.1	8	2	1	2
CN(CCC1CCCCO1)C(=O)CCc1nnc(Cc2c[nH]c3ccccc23)o1 (stereo unspecified)	-0.6	4.3	-8	-1.4	0.3	-0.4	-0.7	-8	-1	0	1
Cc1ccnc(SCC(=O)c2ccc(Br)cc2)c1C#N	7.3	4.6	-17	6.5	2.2	0.3	1.1	-4	3	-12	-15
O=C(CSc1ccccc1)Nc1ccc(N2CCOCC2)c(F)c1	4.7	1.2	-1	2.0	1.8	-0.4	4.4*	3	4	1	0
Cn1cc(SCC(N)=O)c2ccccc21	0.5	1.7	5	-0.4	0.7	-1.2	-3.2	-12	-1	1	-1

Screens (PubChem)
